NCOA2 inhibitor: inhibits human steroid receptor coactivator 2. Q15596. HEK293 GAL4-SRC2 luciferase reporter, luminescence. inhibition, % at 9 µM. hit rate 0.17% among 370,000. AID 651957;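 active means inhibition above the mean inhibition of all tested compounds plus 3 SD, set per campaign, cut at about 52% in these data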;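 further: 0% = DMSO treated cells and 100% = cells given Gossypol at 36 µM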
TWEAK-Fn14 inh: inhibitors of TWEAK-Fn14 interaction signaling; TWEAK-stimulated Fn14 reporter cells, luciferase luminescence, 8 h; inhibition, % at 10 µM; hit rate 2% among 360,000; in the data active means inhibition above about 50%
TLR9-MyD88 block: TLR9-MyD88 interaction inhibition | inhibition, % at 4.98 µM | AID 504734 | CHO BLA complementation TLR9-MyD88, CCF4 FRET ratio | hit rate 0.21% among 340,000 | Q9NR96+Q99836;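 active means inhibition above the mean over all tested compounds plus 3 SD, cut at about 21% in these data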;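 further: 0% = DMSO only wells and 100% = clavulanate BLA inhibitor control wells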
NR5A2 inv ag: suppresses constitutive activity of human LRH-1 | O00482 | HEK293T StAR-luciferase reporter, LRH-1 transfected, 24 h | inhibition, % at 3.6 µM | hit rate 0.13% among 360,000 | AID 602396;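 active means inhibition above the mean inhibition of all tested compounds plus 3 SD, cut at about 73% in these data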;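 further: 0% = DMSO wells and 100% = reporter-only cells lacking LRH-1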
Target sequence (O00482 whole entry, looked up): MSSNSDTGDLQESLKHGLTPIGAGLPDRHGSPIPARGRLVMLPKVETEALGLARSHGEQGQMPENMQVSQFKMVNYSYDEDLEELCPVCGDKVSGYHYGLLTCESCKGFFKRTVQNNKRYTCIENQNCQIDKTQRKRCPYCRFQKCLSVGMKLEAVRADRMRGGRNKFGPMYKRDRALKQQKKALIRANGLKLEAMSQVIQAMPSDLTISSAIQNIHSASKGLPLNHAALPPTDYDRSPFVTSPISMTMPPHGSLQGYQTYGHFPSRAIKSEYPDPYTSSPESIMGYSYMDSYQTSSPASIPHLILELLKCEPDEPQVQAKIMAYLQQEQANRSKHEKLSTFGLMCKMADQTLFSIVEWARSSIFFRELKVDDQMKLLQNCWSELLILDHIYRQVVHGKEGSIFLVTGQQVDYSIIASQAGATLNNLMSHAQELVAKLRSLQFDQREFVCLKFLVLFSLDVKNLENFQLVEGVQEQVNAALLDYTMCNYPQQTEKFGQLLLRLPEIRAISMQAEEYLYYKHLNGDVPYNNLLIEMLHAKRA
NOD2 RIPK2 PPI: NOD2-RIPK2 protein interaction inhibition; O43353; CHO BLA complementation NOD2-RIPK2, CCF4 ratio; inhibition, % at 4.98 µM; hit rate 0.38% among 360,000; AID 624267; in the data active means inhibition above about 21%;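 further: 0% = vehicle only and 100% = reference blocker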
Granule exo inh: blocks lytic granule exocytosis; inhibition, % at 10 µM; AID 651702; hit rate 0.66% among 360,000; TALL-104 LAMP-1 surface exposure, flow cytometry; cells stimulated with thapsigargin and PMA;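 active means inhibition above about 55%, limit read from the data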
SRC3 inh: inhibits human SRC3 coactivator. HEK293 GAL4-SRC3 luciferase reporter, luminescence. inhibition, % at 3.6 µM. hit rate 0.17% among 360,000. Q9Y6Q9;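 active means inhibition above a per-campaign cutoff, the mean of all compounds plus 3 SD, cut at about 60% in these data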;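 further: 0% = DMSO-treated cells and 100% = gossypol-treated cells at 36 µM; higher means less SRC3-driven luciferase light from the GAL4 reporter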
ABHD5 PLIN5 PPI: inhibitors of human ABHD5-perilipin-5 interaction | hit rate 0.78% among 360,000 | AID 602281 | Q00G26+Q8WTS1 | inhibition, % at 4 µM | Split G. princeps luciferase complementation, luminescence, 4 h;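 active means inhibition above the mean inhibition across every tested compound plus 3 SD, cut at about 22% in these data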;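 further: 0% = DMSO only wells and the 100% control is not disclosed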
NCOA1 inh: human NCOA1 inhibition | AID 588354 | inhibition, % at 3.6 µM | hit rate 0.12% among 360,000 | HEK293 GAL4-SRC1 luciferase reporter, luminescence;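 active means inhibition above the campaign mean plus 3 SD, with each screening campaign given its own cutoff, cut at about 60% in these data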;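 further: 0% = DMSO treated cells and 100% = gossypol at 36 µM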
TROY NFkB inh: blocks TROY-dependent signaling in reporter cells; Q293 LMP1-TROYcd NF-kB luciferase reporter, 4 h; inhibition, % at 10 µM; hit rate 0.98% among 360,000; AID 1347056;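 active means compounds whose plate-normalised and pattern-corrected inhibition of the luciferase reporter signal at the single screening dose is 50% or more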
COUP-TFII inh: inhibitors of human COUP-TFII (NR2F2); P24468; HEK293T NGFI-A luciferase reporter, luminescence; hit rate 0.7% among 370,000; inhibition, % at 8.6 µM;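 active means inhibition above a per-plate cutoff, mean inhibition of test wells between control levels plus 3 SD, cut at about 38% in these data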;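 further: cells cotransfected with COUP-TFII expression vector driving the NGFI-A reporter; 0% = median of COUP-TF2 test wells and 100% = reporter-only cells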
Target sequence (P24468 whole entry, looked up): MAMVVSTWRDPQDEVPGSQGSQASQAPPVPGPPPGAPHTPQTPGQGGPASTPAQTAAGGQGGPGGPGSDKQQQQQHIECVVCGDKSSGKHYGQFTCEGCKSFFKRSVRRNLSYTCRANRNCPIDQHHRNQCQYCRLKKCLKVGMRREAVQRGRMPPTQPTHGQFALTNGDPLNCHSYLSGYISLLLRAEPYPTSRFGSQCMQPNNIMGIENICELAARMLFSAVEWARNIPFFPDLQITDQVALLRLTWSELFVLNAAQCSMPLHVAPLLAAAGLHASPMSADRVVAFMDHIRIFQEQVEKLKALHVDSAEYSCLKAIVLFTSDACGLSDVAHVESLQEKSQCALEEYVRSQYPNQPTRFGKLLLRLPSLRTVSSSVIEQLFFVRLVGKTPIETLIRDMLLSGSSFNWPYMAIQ
The depositor's hits bear a star; / = no result given. This is a subset, so the mix of outcomes need not match the whole.

structure	NCOA2 inhibitor	TWEAK-Fn14 inh	TLR9-MyD88 block	NR5A2 inv ag	NOD2 RIPK2 PPI	Granule exo inh	SRC3 inh	ABHD5 PLIN5 PPI	NCOA1 inh	TROY NFkB inh	COUP-TFII inh
Cc1nn(-c2ccccc2)c(C)c1NC(=O)COC(=O)c1cc(Br)ccc1O	-11.8	6.1	2.0	-7.6	5.2	-1.4	6.2	2.6	3.2	17.9	-9.5
Cc1ccc(Oc2ccc(Oc3ccc(C)cc3)nn2)cc1	-31.8	-18.5	-17.1	-26.6	-10.8	-1.4	-13.0	-2.8	-12.2	-33.9	-21.2
Cc1cc(C(=O)COC(=O)/C=C/c2ccco2)c(C)n1C	-10.5	14.9	-1.5	-15.2	-3.0	-4.5	-52.6	10.9	-31.1	0.3	-5.0
Cn1c(Cn2c(=O)sc3ccccc32)nnc1SCC(=O)NCc1ccc(F)cc1	-5.4	13.3	-3.6	9.2	8.2	8.9	2.8	0.7	-14.0	9.9	6.6
COC(=O)c1sccc1NC(=O)c1cc(-c2ccc(C)cc2C)nc2ccccc12	-14.1	35.7	-9.5	-14.6	0.2	-1.4	4.4	-4.0	-4.3	21.4	10.5
CCN(CC)CCCNC(=O)C(C)Sc1nc(-c2ccccc2)cc(C(F)(F)F)n1 (stereo not given)	13.0	-7.2	-0.3	-14.2	0.6	1.9	13.3	4.1	-6.7	15.2	-5.6
S=C1NNC2(NN1)C1CC3CC(C1)CC2C3	17.4	-11.8	8.4	-7.3	-4.9	-3.2	18.6	-10.5	-16.9	-12.4	-3.5
CC(C)OCCCNC(=S)Nc1ccc(S(N)(=O)=O)cc1	-37.4	10.7	-2.6	-7.5	-6.5	-2.4	6.9	-1.1	-4.5	15.4	-18.2
Cc1ccc(C(=O)Nc2ccc(N3CCOCC3)cc2N2CCOCC2)cc1	1.5	-3.1	-5.0	21.9	-12.8	-2.3	9.6	6.3	11.2	-16.3	-6.7
Cc1ccccc1CN1CCN(C(=O)c2ccc(S(=O)(=O)NCc3ccco3)cc2)CC1	8.4	19.3	5.4	-16.4	-0.9	4.4	-16.7	1.6	-1.9	-5.8	33.4
O=S(=O)(Nc1cccc2c1CCCC2)c1cccc(C(F)(F)F)c1	10.1	23.4	7.2	-8.5	-16.4	-3.4	-6.5	-10.3	0.0	4.4	-0.2
O=C(CCS(=O)(=O)c1cccc2nsnc12)NCc1ccccc1	-11.4	-2.1	6.0	20.2	-2.3	1.6	12.1	1.4	-2.6	-2.0	6.9
CCOc1ccccc1NC(=O)C1=C(C)NC(=S)NC1c1cccs1 (stereo not given)	-20.1	-25.8	-1.3	-1.7	-2.4	-4.2	5.1	-11.4	9.2	0.8	-0.5
O=C(c1ccco1)N1CCN(C(=O)c2cc3cc([N+](=O)[O-])ccc3oc2=O)CC1	5.0	-6.8	-0.5	1.5	-1.8	6.4	13.2	-8.3	-4.6	3.9	-2.9
CN(CC(=O)Nc1ccc(Cl)c(C(F)(F)F)c1)C(=O)C1CC(=O)N(c2ccc3c(c2)OCCO3)C1 (stereo not given)	10.5	16.6	1.4	9.6	-3.6	1.3	23.2	-8.0	24.5	8.8	17.1

Rewritten with each value named: entries from further up.
Cc1ccc(Oc2ccc(Oc3ccc(C)cc3)nn2)cc1
- NCOA2 inhibitor: -31.8
- TWEAK-Fn14 inh: -18.5
- TLR9-MyD88 block: -17.1
- NR5A2 inv ag: -26.6
- NOD2 RIPK2 PPI: -10.8
- Granule exo inh: -1.4
- SRC3 inh: -13.0
- ABHD5 PLIN5 PPI: -2.8
- NCOA1 inh: -12.2
- TROY NFkB inh: -33.9
- COUP-TFII inh: -21.2
Cc1cc(C(=O)COC(=O)/C=C/c2ccco2)c(C)n1C
- NCOA2 inhibitor: -10.5
- TWEAK-Fn14 inh: 14.9
- TLR9-MyD88 block: -1.5
- NR5A2 inv ag: -15.2
- NOD2 RIPK2 PPI: -3.0
- Granule exo inh: -4.5
- SRC3 inh: -52.6
- ABHD5 PLIN5 PPI: 10.9
- NCOA1 inh: -31.1
- TROY NFkB inh: 0.3
- COUP-TFII inh: -5.0

Other entries
structure	NCOA2 inhibitor	TWEAK-Fn14 inh	TLR9-MyD88 block	NR5A2 inv ag	NOD2 RIPK2 PPI	Granule exo inh	SRC3 inh	ABHD5 PLIN5 PPI	NCOA1 inh	TROY NFkB inh	COUP-TFII inh
CSC1=N/C(=C\c2ccccc2)C(=O)N1C	7.2	5.8	-1.4	-10.7	-1.3	-2.0	-8.8	-1.2	-3.8	10.4	-6.3
O=C(C1CCN(C2CCN(CC3CC=CCC3)CC2)CC1)N1CCOCC1 (stereo not given)	-0.9	14.7	-0.5	3.3	-0.6	6.8	13.2	-4.5	-3.9	6.4	-11.0
COc1ccc(N2CCN(C(=S)Nc3cccc(OC)c3)CC2)cc1	-5.5	0.8	-4.8	-0.2	9.0	0.2	8.4	-2.1	-0.6	-4.7	9.6
CCCCC(=O)Nc1nn(C)c2nc3c(C)cccc3cc12	-18.6	3.9	0.1	-0.6	-1.5	0.3	-4.2	3.8	1.7	-7.8	-0.9
CCc1ccc(C(=O)NNC(=O)C2CC(=O)N(c3ccc4c(c3)OCCO4)C2)cc1 (stereo not given)	7.3	18.5	12.1	11.2	2.7	2.9	16.0	2.2	-1.8	-1.4	-3.6
O=C(c1ccc(-n2cncn2)c([N+](=O)[O-])c1)N1CCN(S(=O)(=O)c2c(F)cccc2F)CC1	-11.1	-13.6	-9.7	0.3	2.8	-0.3	-5.5	-8.5	-24.6	24.2	-7.0
O=C(NCC1CCN(Cc2cccc(Cl)c2)CC1)Nc1ccccc1Cl	-6.0	-0.1	-5.8	-18.6	2.6	36.0	1.7	5.8	-9.3	5.6	-3.6
Cc1ccc(-n2c(=O)[nH]c3c(C(N)=O)nc(CC(C)C)nc32)cc1	-9.1	-5.4	5.1	2.6	-6.2	-4.5	2.8	-6.4	7.5	5.8	-7.4
Nc1cc(-c2ccccc2)nn1S(=O)(=O)c1ccc(Br)cc1	17.7	20.3	-6.3	6.3	3.4	22.5	-21.0	-2.8	1.2	2.1	0.8
CCN1CCCC1CNCc1ccc(OCc2ccc(Cl)nc2)c(OC)c1 (stereo not given)	-27.7	-2.4	9.3	0.4	10.1	5.8	-12.4	3.1	-11.0	-20.3	-11.6
CCOc1cc(NS(=O)(=O)c2ccccc2)c(OCC)cc1NC(=O)c1ccco1	16.8	8.3	-10.0	-7.9	0.2	-1.1	-0.5	0.7	-11.0	10.6	-3.1
CCOc1ccccc1N1CCN(C(=O)c2cc(-c3cc(OC)ccc3OC)nc3ccccc23)CC1	37.6	19.6	-8.5	2.9	-6.5	6.7	4.0	6.2	0.9	-27.0	-3.1
Clc1ccc2nc(CSc3ncn[nH]3)cn2c1	-21.6	-20.6	-2.0	-24.3	-6.5	0.6	-28.4	5.1	-52.3	-14.4	1.0
O=C(Nc1ccc(S(=O)(=O)Nc2cnc3ccccc3n2)cc1)c1ccc(Cl)cc1Cl	0.1	-20.7	/	-9.5	-0.3	7.5	-40.3	-6.1	10.0	16.9	-7.9
O=C1CSC(=Nc2cccc(Cl)c2Cl)N1Cc1cccnc1	-19.2	-16.9	-4.6	3.3	14.0	-1.0	11.8	9.3	3.5	-2.3	-0.4
O=C(Cc1ccc(Cl)cc1)Nc1cccc(S(=O)(=O)Nc2ccccc2F)c1	-16.2	13.8	-3.7	16.4	-0.1	-0.5	15.9	-13.6	-5.0	16.6	4.3
O=C(COc1cccc2ccccc12)NNC(=O)c1cccs1	-35.7	6.2	1.1	10.0	-0.5	-9.2	19.4	-2.7	4.3	-9.3	-1.8
CN1CCN(C(=O)c2cc(Cl)ccc2Cl)CC1	-11.5	17.9	-3.6	17.1	-5.9	0.0	12.5	1.0	2.4	14.1	-9.1
CN(CC(=O)NCc1ccccc1)S(=O)(=O)c1ccc2c(c1)CCC(=O)N2	-20.1	3.0	1.8	-6.8	-12.4	-9.1	2.9	13.1	-8.2	-18.7	15.1
CCC1CCCCN1C(=O)CCCOc1ccccc1 (stereo not given)	-14.6	50.0*	-2.1	-20.0	0.3	-4.2	13.8	-2.8	-17.9	50.1*	27.5
CC(C#N)(NC(=O)CN1CCN(S(=O)(=O)c2cccc(F)c2)CC1)C1CC1 (stereo not given)	-7.2	12.4	-1.0	11.6	-7.4	-1.6	-6.7	-0.1	-19.6	-8.7	15.6
CC(C)CNS(=O)(=O)c1ccc(CCC(=O)NCC2CCCO2)cc1 (stereo not given)	-8.9	-3.2	-1.7	0.3	-1.5	-2.0	10.8	-0.4	5.3	2.8	7.3
O=C(c1cccc(S(=O)(=O)NCc2ccccc2)c1)N1CCN(c2ccc(F)cc2)CC1	0.5	11.1	-6.9	-23.5	-3.6	-3.4	17.3	-11.4	0.9	5.1	1.0
COc1ccc(S(=O)(=O)N2CCCC2CNC(=O)C(=O)NCc2ccco2)cc1 (stereo not given)	5.1	10.4	-13.8	-9.0	-9.8	7.4	19.1	-3.6	0.8	7.4	-12.7
Cc1sc(NC(=O)c2ccco2)nc1-c1ccc2c(c1)CC(C)N2C(=O)C1CC1 (stereo not given)	/	45.9	-0.3	-32.2	-2.7	5.8	-2.5	-1.4	-9.7	25.4	/
COCC(C)N1C(=O)Cc2c1nc(N)c1c(N)nc(N3CCN(c4ccccc4F)CC3)c(C#N)c21 (stereo not given)	20.4	11.0	3.0	-1.8	2.6	-1.1	8.9	10.3	-1.3	-6.2	-0.4
O=C(C1CC(=O)N(C2CCCC2)C1)N1CCN(c2cccc(Cl)c2)CC1 (stereo not given)	1.2	10.8	-6.4	11.3	-2.5	-0.9	-9.4	11.0	0.6	-8.0	4.3
c1ccc2c(c1)nc1n2CN(Cc2ccc3c(c2)OCO3)CN1	-6.9	-3.8	5.4	2.9	-4.2	0.6	-2.9	-3.0	12.9	-15.9	-22.4
Cc1cc(C(=O)CS(=O)(=O)c2ccccc2)cc(C)c1O	-56.5	-9.3	6.3	-60.0	-12.0	7.7	-35.2	-3.2	-54.3	-27.9	-21.7
CC(C)(C)NC(=O)C(=O)NCCC1=CCCCC1	-9.4	-26.7	6.5	-10.3	-9.2	2.3	-6.9	-2.7	-22.9	-36.8	-19.5
CC1=CC(C)(C)N=C(Nc2ccc(C)cc2)S1	-39.6	-15.1	-0.4	-28.6	-13.5	-4.0	-70.0	8.3	-33.1	-81.0	-13.1
Nc1cc(Nc2ccccc2)ccn1	13.8	10.5	9.0	-16.8	-7.3	-0.9	-26.2	-3.0	-7.4	0.8	18.8
CC(=O)Nc1nc(=S)ss1	-6.2	9.1	2.0	-1.4	-0.8	-6.4	6.8	-10.5	0.1	-12.5	5.9
O=C(O)c1cc(NC(=O)c2cccc(N3C(=O)c4ccccc4C3=O)c2)cc(C(=O)O)c1	2.1	9.8	-4.5	18.1	-9.7	-0.2	-11.8	1.0	10.2	-13.3	-10.5
O=C1C(C=NCCCN2CCCC2=O)=C(O)c2ccccc21	-40.2	18.7	-1.2	-57.6	-2.3	-2.0	-85.5	3.1	-91.2	-17.3	-58.0
CN(C)c1ccc(NC(=O)CSc2nnc(-c3ccco3)c(-c3ccco3)n2)cc1	2.1	35.7	2.2	44.3	-12.0	2.0	-9.9	-5.4	-15.2	23.4	-6.7

Screening data (PubChem BioAssay)
